FBPA Giardia inh = blocks Giardia fructose-bisphosphate aldolase activity | purified Giardia FBPA | 0.71% of 290,000 active | Potency, µM (top dose mostly 59.6 µM), inactives show at the highest dose activity, negative = inhibition, hits mostly inhibitors | A8B2U2; further: potency means the concentration at half of the fitted maximal effect; nearly all actives have a fitted effect of over 55% in size
Target sequence (A8B2U2 whole entry, looked up): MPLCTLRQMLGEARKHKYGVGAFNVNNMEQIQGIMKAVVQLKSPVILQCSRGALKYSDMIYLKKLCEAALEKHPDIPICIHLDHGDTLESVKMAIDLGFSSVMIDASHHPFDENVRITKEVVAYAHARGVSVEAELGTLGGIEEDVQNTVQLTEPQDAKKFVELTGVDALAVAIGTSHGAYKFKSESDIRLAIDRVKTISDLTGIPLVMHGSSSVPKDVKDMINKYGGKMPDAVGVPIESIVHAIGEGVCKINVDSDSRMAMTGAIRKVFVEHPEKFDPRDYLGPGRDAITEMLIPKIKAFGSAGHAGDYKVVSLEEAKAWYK
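40 nM FBPA preincubated 10 min at RT with compound (up to 57.5 uM final), then substrate plus GAPDH/TPI/NAD/arsenate coupling and diaphorase/resazurin added. Fluorescence read after 20 min at RT, 525/598 nm.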
HCMV antiviral = inhibitors of human cytomegalovirus | HFF cells, HCMV-luciferase reporter, 72 h; stronger effect = lower value | activity change, negative = inhibition, % at 57.5 µM | 4.5% of 410,000 active | AID 1259415; in the data active means activity change below about -60%; inconclusive means no clear call, values can overlap the other calls; inactive means above about -39%
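Inhibition of viral replication was scored as loss of reporter luminescence in HFFs infected with HCMV-luciferase (MOI 1 PFU/cell) for 72 h; compounds tested at 2 doses, normalized to buffer and Salinomycin controls.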
AmpC inh detg = inhibitors of E. coli AmpC beta-lactamase with detergent. P00811. AmpC hydrolysis of nitrocefin, absorbance 480 nm, 0.01% Triton. Potency, µM (doses to about 114 µM), without a hit: top-dose activity change, negative = inhibition, usual class: inhibitors. 0.041% of 370,000 active;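 further: potency means the concentration at half of the fitted maximal effect; 0% = no-compound wells and -100% = no-enzyme wells; nearly all actives have a fitted effect of over 25% in size; some results filed as inactive show a strong effect at the top dose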
Target sequence (P00811 whole entry, looked up): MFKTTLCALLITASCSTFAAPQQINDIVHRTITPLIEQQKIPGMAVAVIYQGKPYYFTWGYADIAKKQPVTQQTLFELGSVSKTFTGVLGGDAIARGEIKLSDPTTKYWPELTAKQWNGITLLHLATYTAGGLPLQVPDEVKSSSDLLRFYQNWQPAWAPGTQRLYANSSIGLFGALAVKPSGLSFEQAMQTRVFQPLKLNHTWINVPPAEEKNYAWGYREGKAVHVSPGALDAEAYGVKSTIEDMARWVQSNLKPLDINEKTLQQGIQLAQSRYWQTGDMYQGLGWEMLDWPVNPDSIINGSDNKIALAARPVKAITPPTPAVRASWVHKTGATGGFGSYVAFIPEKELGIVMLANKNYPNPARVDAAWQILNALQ
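AmpC (5.3 nM in the dispensed reagent) in 20 mM phosphate pH 7.0 with 0.01% (detergent screen) or 0.0001% Triton X-100 was preincubated with compounds for 15 min at room temperature. Nitrocefin was then added from an 800 uM solution, and hydrolysis was followed at 480 nm.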
* = called active by the depositor; ? = inconclusive; · = no result given; & = joins results of further samples. Unless noted, the call rests on the fitted dose curve; in most records, active means well fitted curve in the direction sought with a large enough effect; inconclusive means small, poorly fitted or top-dose-only effect, or another doubt; inactive means no such curve, though single readings can be large; an effect the other way counts as inactive or inconclusive. Unless noted, on the % scale 0 is the no-effect control and ±100 the full control effect. Some of the compounds tested. The share of hits here may be higher or lower than overall.

[1] CCOC(=O)C1=C(C(=O)OCC)C2N(Cc3ccc(Br)cc3)c3ccccc3[C@@]23C[C@@H](C(=O)OC)N(S(=O)(=O)c2ccc(F)cc2)C3=N1 (stereo not given in full)
[2] COC(=O)C1(O)CC(c2ccccc2)C(C(=O)c2ccc(Cl)cc2)N1c1ccccc1 (stereo not given)
[3] CC(C)C[C@H]1COc2cccc(F)c2S(=O)(=O)N1
[4] COc1ccc(NC(=O)Nc2ccc3c(c2)C(=O)N([C@H](C)CO)C[C@H](C)[C@H](CN(C)C)OCCCC[C@@H](C)O3)cc1
[5] COc1ccc2c(c1)[C@@H](NC(=O)OCc1ccccc1)[C@H](C)[C@@H](c1ccccc1)N2Cc1ccccn1
[6] CC(C)OC(=O)N(C)C[C@H]1OCc2cn(nn2)CCCC(=O)N([C@@H](C)CO)C[C@@H]1C
[7] CC(C)c1ccc(Nc2cc3c(cn2)cc(-c2ccccc2)n3C)cc1
[8] CC(=O)c1ccccc1NC(C(=O)Nc1c(C)cccc1C)C1CC1 (stereo not given)

screen / no. | 1 | 2 | 3 | 4 | 5 | 6 | 7 | 8
FBPA Giardia inh | · | · | · | · | · | · | · | ·
HCMV antiviral | 16 | -77* | 7&13 | -3 | -27 | -3 | -21 | 4
AmpC inh detg | · | · | · | · | · | · | · | ·

Complete entries as entered above. Order of screens: FBPA Giardia inh | HCMV antiviral | AmpC inh detg
Results for CCOC(=O)C1=C(C(=O)OCC)C2N(Cc3ccc(Br)cc3)c3ccccc3[C@@]23C[C@@H](C(=O)OC)N(S(=O)(=O)c2ccc(F)cc2)C3=N1 (stereo not given in full) : · | 16 | ·
Results for CC(C)c1ccc(Nc2cc3c(cn2)cc(-c2ccccc2)n3C)cc1 : · | -21 | ·

Next part
[9] CCC[C@H]1[C@@H](NC(=O)Nc2cccc(C#N)c2)CC[C@@]23CCCN2C(=O)CCC[C@@H]13
[10] C[C@]12CCCCC3=CC(=O)C=C[C@@]31OC(=O)CC2
[11] O=C(Nc1ccc(-n2cccc2)cc1)C1=COC2=NC(=O)N(Cc3ccccc3)CCN12
[12] Brc1ccc(CN2CCCc3nc(-c4ccccc4)ccc32)cc1
[13] C[C@H](CO)N1C[C@H](C)[C@@H](CN(C)C(=O)Nc2ccc(C(C)(C)C)cc2)OCc2cn(nn2)CCCC1=O
[14] F[B-](F)(F)c1cncnc1
[15] CCOC(=O)/C=C/[C@@H](CC(C)C)NC(=O)C(F)(F)F
[16] CCCc1cc(=O)oc2c3c(cc(OCC(=O)N4CCC(C(=O)O)CC4)c12)OC(C)(C)CC3

screen / no. | 9 | 10 | 11 | 12 | 13 | 14 | 15 | 16
FBPA Giardia inh | · | · | · | · | · | · | · | ·
HCMV antiviral | -17 | -17 | -87* | -81* | 9 | 10 | -4 | 14
AmpC inh detg | · | · | · | · | · | · | · | ·

[17] C=CCCC1CN(Cc2ccc(OC)cc2)S(=O)(=O)c2c(Oc3ccc(C(C)C)cc3)cccc2O1 (stereo not given)
[18] Cc1nc(N)c2c(Cc3cccc4ccccc34)nn(C(C)(C)C)c2n1
[19] Cc1ccc(-c2cn(CCC(=O)O)c(=O)cn2)cc1
[20] O=C(NCCC(F)(F)F)C1=CN2CCN(Cc3cccc(Cl)c3)C(=O)N=C2O1
[21] Cc1ccc(S(=O)(=O)N2CCCc3nc(-c4ccc(F)cc4)ccc32)cc1
[22] COC(=O)Cc1c([C@H](C)[C@@H](OC)c2ccccc2Br)nnn1Cc1ccccc1
[23] CCS(=O)(=O)N(C)C[C@@H]1OCc2ccccc2-c2c(n(C)c3ccccc23)C(=O)N([C@H](C)CO)C[C@@H]1C
[24] CN(Cc1cc(Br)cc(Br)c1N)C1CCCCC1

screen / no. | 17 | 18 | 19 | 20 | 21 | 22 | 23 | 24
FBPA Giardia inh | · | · | · | · | · | · | · | -13%
HCMV antiviral | -9&-29 | -22 | -9 | -1 | 47 | 16 | -7 | 0
AmpC inh detg | · | · | · | · | · | · | · | ·

[25] O=C(NC(=O)c1c(F)cccc1F)Nc1cc(Cl)c(OC(F)(F)C(F)C(F)(F)F)cc1Cl (stereo not given)
[26] CC(N)Cc1ccc(O)cc1 (stereo not given)
[27] CC1=C(c2ccc(C)cc2)S(=O)(=O)NC1=NCCCN1CCN(c2cc(C)ccc2C)CC1
[28] CCCN1CCc2nc(N3CCN(c4ncccn4)CC3)ncc2C1
[29] Cc1cc(=O)oc2c3c(ccc12)OCN(Cc1ccc(Cl)cc1)C3
[30] Cc1cc(C)n(CC(=O)Nc2ccc(F)c(F)c2)c(=O)c1C#N
[31] CCOC(=O)C(CC)Sc1nnc2[nH]c(=O)cc(C)n12 (stereo not given)
[32] Cc1ccc(-n2nc3c(N4CCC(C(=O)NCCC(C)C)CC4)nnc(C)c3c2C)cc1

screen / no. | 25 | 26 | 27 | 28 | 29 | 30 | 31 | 32
FBPA Giardia inh | -1% | 6% | · | · | · | · | · | ·
HCMV antiviral | -21 | ? | -96* | 1 | -23 | 13 | 51 | -9
AmpC inh detg | · | · | 20% | 14% | 16% | -6% | -6% | -1%

[33] CC(C)c1ccc(NC(=O)N2c3ccccc3Sc3ccccc32)cc1
[34] Nc1c(C(=O)Nc2ccc(F)c(Cl)c2)sc2nc3c(cc12)N1CCC3CC1
[35] O=C(CC1N=C2c3ccccc3N=C(SCc3ccc(F)cc3)N2C1=O)NCc1ccc2c(c1)OCO2 (stereo not given)
[36] CCCCC(=O)Nc1cc(-c2cn3cccnc3n2)ccc1C
[37] Cc1cc(C)c2c(=O)cc(C(=O)Nc3ccc(C)c(Cl)c3)oc2c1
[38] CCc1ccc(CN(C(=O)c2cc(=O)c3ccc(C)cc3o2)C2CCS(=O)(=O)C2)cc1 (stereo not given)
[39] COc1ccc2nc(N3CCN(C(=O)C4CC4)CC3)sc2c1
[40] CCc1ccc(-n2nnc(-c3nc(-c4ccc(C)cc4)no3)c2N)cc1

screen / no. | 33 | 34 | 35 | 36 | 37 | 38 | 39 | 40
FBPA Giardia inh | · | · | · | · | · | · | · | ·
HCMV antiviral | -25 | -23 | 26 | -1 | -11 | -34 | 32 | 57
AmpC inh detg | 6% | 3% | -5% | 1% | 4% | 1% | 3% | 18%

[41] Cc1c(Cl)cccc1NC(=O)CSc1nc(=O)n(Cc2ccccn2)c2c1CCC2
[42] O=C(Cn1cc(SCc2ccc(C(F)(F)F)cc2)c2ccccc21)N1CCOCC1
[43] O=C(NCc1ccc2c(c1)CCN2C(=O)c1ccccc1)c1ccc(Br)o1
[44] CCc1ccc(CNC(=O)c2c3c(nc4ccccc24)C(=O)N(C2CCCCC2)C3)cc1
[45] Cc1ccc(C(=O)Nc2nc3nc(C)cc(=O)n3[nH]2)cc1
[46] COc1ccc(C(=O)Nc2ccc(-c3cc(C(F)(F)F)nn3-c3ccccc3)cc2)cc1OC
[47] O=C(CNS(=O)(=O)c1cccs1)N1CCN(c2cccc(C(F)(F)F)c2)CC1
[48] COc1cccc(C2SCC(=O)Nc3c2c(C)nn3-c2ccc(C)c(Cl)c2)c1OC (stereo not given)

screen / no. | 41 | 42 | 43 | 44 | 45 | 46 | 47 | 48
FBPA Giardia inh | · | · | · | · | · | · | · | ·
HCMV antiviral | -11 | -14 | -12 | 17 | ? | ? | -26 | -21
AmpC inh detg | 2% | 11% | 1% | -6% | 1% | 4% | 8% | 15%

[49] COC(=O)c1ccc(C2C=C(c3ccc(Cl)cc3)Nc3nc4ccccc4n32)cc1 (stereo not given)
[50] Cc1nc(-n2nc(C)c(Cc3ccc(Cl)cc3)c2C)sc1C(=O)N1CCCCC1C (stereo not given)
[51] COC(=O)c1ccccc1NC(=O)c1cc2nc(-c3ccc(OC)cc3)cc(C(F)(F)F)n2n1
[52] CC(=O)C1=C(c2ccc(F)cc2)N(C(C)=O)n2c(nnc2C2CCCCC2)S1
[53] COc1ccc(-c2nn(-c3cccc(F)c3)c3c2cnc2cc(OC)c(OC)cc23)cc1
[54] COc1cc(NC(=O)CSc2ncc3c(n2)-c2ccc(Cl)cc2N(Cc2ccccc2)S3(=O)=O)cc(OC)c1
[55] Cc1ccc(C)c(Cn2c(=O)n(Cc3ccco3)c(=O)c3oc4ccccc4c32)c1
[56] Cc1cc(Br)ccc1NC(=O)C1CCN(S(=O)(=O)c2cccc3nsnc23)CC1

screen / no. | 49 | 50 | 51 | 52 | 53 | 54 | 55 | 56
FBPA Giardia inh | · | · | · | · | · | · | · | ·
HCMV antiviral | 29 | 16 | -8 | 8 | 13 | -6 | -15 | 2
AmpC inh detg | 1% | -3% | 16% | 3% | -5% | 2% | -1% | -10%

[57] COc1cc(Nc2nc(SCc3ccccc3Cl)nc3ccccc23)cc(OC)c1
[58] CCOc1ccc(CCNC(=O)CCCn2nc(C)c3sc4ccccc4c3c2=O)cc1
[59] Cc1cccc(CNC(=O)C2CCN(c3nc4ccc(Cl)cc4[nH]3)CC2)c1
[60] O=C(NCC(c1cccnc1)N1CCN(c2ccccc2F)CC1)C(=O)Nc1ccc(F)cc1F (stereo not given)
[61] CCOC(=O)c1[nH]c2c(c1Cc1ccccc1)C(=O)CC(c1ccccc1)C2 (stereo not given)
[62] COC(=O)c1c(NC(=O)CCCOc2ccccc2)sc2c1CCC(C)C2 (stereo not given)
[63] COc1cccc(C(=O)Nc2nc3nc(C)c(Cc4ccccc4)c(=O)n3[nH]2)c1
[64] CCn1cc2nc(SCc3cccc(C(F)(F)F)c3)n(CCc3ccccc3)c(=O)c2n1

screen / no. | 57 | 58 | 59 | 60 | 61 | 62 | 63 | 64
FBPA Giardia inh | · | · | · | · | · | · | · | ·
HCMV antiviral | -18 | 3 | 0 | -13 | -39 | 5 | -16 | ?
AmpC inh detg | -4% | 19% | -1% | 8% | -2% | 10% | 15% | 3%

[65] COC(=O)c1cc(S(=O)(=O)N2CCN(c3cc(Cl)ccc3C)CC2)c[nH]1
[66] CCc1nn(CC(=O)N2CCN(c3cccc(C)c3)C(C)C2)c(=O)c2cc3sccc3n12 (stereo not given)
[67] COC(=O)c1ccccc1NC(=O)c1cc(-c2ccc(Cl)cc2)on1
[68] Cc1ccc(-n2c(=O)[nH]c3sc4c(c3c2=O)CCCC4)cc1
[69] Cc1nnc(N2CCC(C(=O)NCc3ccc(N(C)C)cc3)CC2)c2nn(-c3ccccc3)c(C)c12
[70] COc1ccc2oc(-c3ccc(C)c(NC(=O)c4cccnc4)c3)nc2c1
[71] O=C(Cn1c(-c2cccs2)cc2ccccc21)NCCCN1CCN(c2cccc(Cl)c2)CC1
[72] CN1CCN(c2ccc(-c3nc(-c4ccccc4)no3)cc2[N+](=O)[O-])CC1

screen / no. | 65 | 66 | 67 | 68 | 69 | 70 | 71 | 72
FBPA Giardia inh | · | · | · | · | · | · | · | ·
HCMV antiviral | -37 | -16 | 0 | 11 | ? | 17 | ? | -99*
AmpC inh detg | -11% | 7% | 25% | 12% | -2% | -6% | 4% | -5%

Results in AmpC inh detg and HCMV antiviral (four entries from above):
entry	Structure	AmpC inh detg	HCMV antiviral
67	COC(=O)c1ccccc1NC(=O)c1cc(-c2ccc(Cl)cc2)on1	25%	0
70	COc1ccc2oc(-c3ccc(C)c(NC(=O)c4cccnc4)c3)nc2c1	-6%	17
65	COC(=O)c1cc(S(=O)(=O)N2CCN(c3cc(Cl)ccc3C)CC2)c[nH]1	-11%	-37
71	O=C(Cn1c(-c2cccs2)cc2ccccc21)NCCCN1CCN(c2cccc(Cl)c2)CC1	4%	?

Next section:
[73] O=C1CC(c2nc(-c3ccccc3)no2)CN1c1ccccc1 (stereo not given)
[74] Cc1ccc(S(=O)(=O)N2CCC(c3ccncc3)CC2)c(C)c1
[75] CCOc1cccc2sc(NC(=O)c3ccc(S(=O)(=O)N4CCCc5ccccc54)cc3)nc12
[76] O=C(Nc1cccc(C(F)(F)F)c1)c1cc(-c2ccc(Cl)cc2)on1
[77] COc1cc(CNC(=O)c2sc3ncccc3c2-n2cccc2)cc(OC)c1OC
[78] Cc1ccc(NC(=O)Cn2nc(-c3ccccc3)nc(Cc3ccccc3)c2=O)cc1
[79] CCOC(=O)c1cccc(NC(=O)N2CC=C(c3c[nH]c4ccccc34)CC2)c1
[80] CCOC(=O)c1cccc(NC(=O)C(Cc2ccccc2)NS(=O)(=O)c2cccc3nsnc23)c1 (stereo not given)
[81] CCOC(=O)C1=C(C)NC(=O)NC1c1cn(-c2ccccc2)nc1-c1ccc(OC(C)C)cc1 (stereo not given)

screen / no. | 73 | 74 | 75 | 76 | 77 | 78 | 79 | 80 | 81
FBPA Giardia inh | · | · | · | · | · | · | · | · | ·
HCMV antiviral | 14 | ? | -34 | -10 | -18 | ? | 0 | ? | 1
AmpC inh detg | 0% | 5% | -2% | 21% | 21% | 0% | 16% | 4% | 3%

Screening results as filed in PubChem BioAssay.
